Compound activity from PubChem BioAssay.
D2 antag: D2 dopamine receptor (human) antagonism; HEK293 TREx D2 cells, calcium flux, dopamine EC80; P14416; inhibition, % at 10 µM; hit rate 2% among 340,000; AID 485344; in the data active means inhibition above about 30%; further: 0% is about no effect
Target sequence (P14416 whole entry, looked up): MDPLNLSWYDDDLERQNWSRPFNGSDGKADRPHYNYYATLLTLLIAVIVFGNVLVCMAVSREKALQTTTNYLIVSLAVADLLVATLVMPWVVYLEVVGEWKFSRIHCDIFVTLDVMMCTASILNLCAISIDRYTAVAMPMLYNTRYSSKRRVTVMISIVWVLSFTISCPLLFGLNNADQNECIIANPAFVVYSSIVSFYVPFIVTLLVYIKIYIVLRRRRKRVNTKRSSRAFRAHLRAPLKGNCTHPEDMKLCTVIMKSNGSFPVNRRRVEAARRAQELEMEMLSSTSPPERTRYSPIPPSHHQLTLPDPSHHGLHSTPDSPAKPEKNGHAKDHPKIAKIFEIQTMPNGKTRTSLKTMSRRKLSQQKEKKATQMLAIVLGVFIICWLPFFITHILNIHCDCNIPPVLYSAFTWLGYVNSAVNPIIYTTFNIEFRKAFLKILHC
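Cells plated overnight at 30 C with tetracycline; no-wash calcium dye, 30–90 min RT; 10 s baseline; compound pinned; 180 s read; EC80 dopamine added; another 180 s read.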
ALOX12 inh: blocks human arachidonate 12S-lipoxygenase. P18054. purified 12hLO, xylenol orange hydroperoxide absorbance. Potency, µM (highest dose often 108 µM), for inactives: at the highest dose activity change, negative = inhibition, actives largely listed as inhibitors. hit rate 1.1% among 580,000. AID 1671190; further: potency means the concentration at half of the fitted maximal effect; on the % scale 0 is the no-effect control and ±100 the full control effect
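Hydroperoxide product was detected by ferrous iron/xylenol orange as the 573 to 405 nm absorbance ratio. Arachidonic acid at 40 uM (final) was turned over for 30 min at room temperature by 150 nM human 12hLO, pH 7.0 Hepes buffer, after 15 min compound preincubation.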
D2 ag: agonists of human D2 dopamine receptor; activation, % at 2 µM; HEK293 T-REx D2 cells, calcium flux agonist mode; hit rate 0.53% among 340,000; AID 485358; P14416;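 active means activation over 3 SD above normal in the single-dose calcium agonist read, cut at about 30% in these data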; further: 0% is about no effect
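In this primary screen, compounds producing a positive calcium signal within 180 s of addition to tetracycline-induced, force-coupled HEK293 Trex D2 cells are flagged; cells are dye-loaded with a no-wash calcium kit beforehand.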
Vif-A3F inh: blocks the Vif interaction with APOBEC3F; hit rate 0.2% among 390,000; Potency, µM (doses to about 46.1 µM), for the others: at the highest dose activity, negative = active; HeLa A3F-eYFP + Vif (tagged APOBEC3F with the HIV-1 protein that degrades it), YFP fluorescence increase; AID 602313; further: potency means the concentration at half of the fitted maximal effect; % of control where 0% means no effect; nearly all actives have a fitted effect of over 65% in size
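Fluorescence increase (Ex 488/Em 500-530) after overnight compound treatment at 37 deg C flags inhibition of Vif-driven A3F-eYFP loss in stable HeLa A3F-eYFP/Vif cells seeded overnight beforehand.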
Glioma ERSR ind: induces the endoplasmic reticulum stress response in human glioma cells; hit rate 0.02% among 420,000; AID 602332; Potency, µM, inactives show at the highest dose activation, actives largely listed as activators; U87-MG GRP78 promoter luciferase reporter, 16 h; further: potency means the concentration at half of the fitted maximal effect; series mostly up to about 76 µM; % of control where 0% means no effect; nearly all actives have a fitted effect of over 35% in size
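Stably transfected U87-MG human glioma cells carrying a GRP78-based luminescent sensor were seeded at 1000 cells/well, pin-dosed with compounds and incubated 16 h. Luciferase reagent was then added, and end-point luminescence was read after 10 min at room temperature.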
LDHA block: inhibitors of human lactate dehydrogenase A; AID 1347041; P00338; purified LDHA, NADH/diaphorase-resazurin fluorescence; hits give low values; activity change, % (values are at about 110 or 230 µM); hit rate 0.15% among 480,000; in the data active means activity change below about -30%; inconclusive means mostly about -25% to -30%;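 further: plate controls were DMSO wells for no effect and wells without enzyme for full effect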
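Resorufin fluorescence (ex540/em590), read at 0 and 20 min after diaphorase/resazurin addition, reports the NADH left after a 5 min room-temperature reaction of 2 nM human LDH5 with 0.06 mM NADH and 0.2 mM pyruvate.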
RGS4 inh: blocks human RGS4-accelerated GTP hydrolysis; Potency, µM (top dose mostly 114 µM), inactives show at the highest dose activity change, negative = inhibition, usual class: inhibitors; hit rate 0.039% among 390,000; Transcreener GDP fluorescence polarization, RGS4-accelerated GTP hydrolysis; P49798; AID 504845; further: potency means the concentration at half of the fitted maximal effect; on the % scale 0 is the no-effect control and ±100 the full control effect; nearly all actives have a fitted effect of over 75% in size; some results filed as inactive show a strong effect at the top dose
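MLSMR compounds (23 nl, pin-transferred) preincubated 10 min at room temperature with a 500nM (2x) first reagent, then RGS4 at 900nM (2x) plus Transcreener GDP mix added; fluorescence polarization (620/688 nm) read before and after 90 min at 30 °C.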
Vif-A3G inh: inhibitors of Vif-APOBEC3G interaction; Potency, µM (titrated, usually from 46.1 µM), inactives show top-dose activity, negative = active, hits mostly inhibitors; HeLa A3G-eYFP + Vif (tagged APOBEC3G with the HIV-1 protein that degrades it), YFP fluorescence, overnight; AID 602310; hit rate 0.076% among 410,000; Q9HC16;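 further: potency means the concentration at half of the fitted maximal effect; on the % scale 0 is the no-effect control and ±100 the full control effect; nearly all actives have a fitted effect of over 60% in size; hits raise eYFP signal because A3G escapes Vif-driven loss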
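Read-out is eYFP fluorescence (Ex 488/Em 500-530) from Vif-expressing HeLa A3G-eYFP cells; more signal means A3G escaped Vif-mediated degradation. Cells plated overnight, compound pinned in, incubated overnight at 37 deg C.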
ERG Ets-DNA blk: blocks human ERG Ets domain binding to DNA; P11308; fluorescence polarization, His-ERG Ets domain / labelled DNA; Potency, µM (titrated, usually from 76.9 µM), without a hit: at the top dose FP activity, negative = inhibition, hits mostly inhibitors; hit rate 0.028% among 370,000; active means well fitted inhibition curve with a large enough effect in the polarisation, with a control signal flat; inconclusive means small, poorly fitted or top-dose-only effect, or effect the other way, or a change in a side signal; inactive means no such curve, though single readings can be large or run the other way; the % refers to the polarisation;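 further: polarization taken with two DNA probes labelled with fluorescein and Texas red; potency means the concentration at half of the fitted maximal effect; % of control where 0% means no effect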
Target sequence (P11308 whole entry, looked up, the tested form may be a part): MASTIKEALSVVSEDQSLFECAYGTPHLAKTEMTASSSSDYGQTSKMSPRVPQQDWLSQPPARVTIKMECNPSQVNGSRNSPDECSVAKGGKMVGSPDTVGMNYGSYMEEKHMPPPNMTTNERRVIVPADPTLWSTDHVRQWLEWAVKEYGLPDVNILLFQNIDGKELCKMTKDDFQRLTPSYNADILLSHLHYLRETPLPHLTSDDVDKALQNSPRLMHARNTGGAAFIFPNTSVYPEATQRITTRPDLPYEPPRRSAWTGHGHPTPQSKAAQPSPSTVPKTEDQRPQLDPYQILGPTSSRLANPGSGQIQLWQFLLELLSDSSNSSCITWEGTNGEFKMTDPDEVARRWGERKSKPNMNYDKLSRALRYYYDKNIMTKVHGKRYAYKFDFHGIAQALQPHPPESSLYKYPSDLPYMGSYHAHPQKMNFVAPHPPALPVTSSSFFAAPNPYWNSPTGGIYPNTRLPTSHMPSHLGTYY
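His-tagged ERG Ets domain (1 uM in the protein solution; 300mM KCl, 50mM Tris-HCl, 1mM EDTA, 1mM DTT, pH 7.5) received compound, then a probe mix of 5 nM fluorescein-DNA and 100nM Texas-615-DNA. Fluorescence polarization was read for both dyes.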
Numbers without * were called inactive; ? = inconclusive; nt = no result given; & = joins results of further samples; [ ] = dose if it differs, or a comment. Unless noted, the call rests on the fitted dose curve; in most records, active means well fitted curve in the direction sought with a large enough effect; inconclusive means small, poorly fitted or top-dose-only effect, or another doubt; inactive means no such curve, though single readings can be large; an effect the other way counts as inactive or inconclusive. A portion of the library, so the mix of outcomes need not match the whole.

canonical_smiles	D2 antag	ALOX12 inh	D2 ag	Vif-A3F inh	Glioma ERSR ind	LDHA block	RGS4 inh	Vif-A3G inh	ERG Ets-DNA blk
COc1ccccc1Nc1sc(C(=O)c2ccc3c(c2)OCO3)c(N)c1S(=O)(=O)c1ccccc1	nt	?	0.0	-7%	-3%	2	2%	0%	-4%
COc1ccc(N2CCN(C(=O)c3ccc(Nc4nc5ccccc5n5nnnc45)cc3)CC2)cc1	nt	-44%	0.3	?	2%	-5	1%	1%	3%
CC(=O)c1ccc(N2CCN(CC(=O)Nc3ccccc3C(=O)NC3CC3)CC2)c(F)c1	-3	?	-0.3	9%	2%	-1	8%	-1%	3%
COC(=O)c1nnn(-c2ccc(F)c(Cl)c2)c1C(=O)OC	-21	-10%	0.9	8%	-1%	-3	-13%	4%	2%
Nc1ncnc(NCc2ccccc2)c1[N+](=O)[O-]	-5	-7%	-0.1	-14%	1%	-6	16%	1%	-4%
CCOC(=O)C(C(=O)NCc1cccc(OC)c1)c1ncc(C(F)(F)F)cc1Cl (centres undefined)	-10	0%	-1.0	1%	-4%	-2	0%	0%	-7%
CCN(CC)C(=O)Oc1ccc(NC(C)=O)cc1	14	0%	-0.1	12%	-1%	-4	-14%	0%	5%
CCCc1nnc(NC(=O)CN2C(=O)C3C4C=CC(C4)C3C2=O)s1 (centres undefined)	5	0%	0.5	-6%	2%	-2	?	-6%	-3%
COc1cc(/C=C2\SC(=O)N(CCNC(=O)c3cnc(C)cn3)C2=O)cc(OC)c1OC	-4	?	7.1	-7%	-3%	-1	0%	1%	-14%
O=C(NCc1ccc(F)cc1)c1cc(C2CCCCN2C(=O)c2ccccn2)on1 (centres undefined)	nt	6%	nt	nt	-2%	-4	nt	1%	nt
CCc1nc(Nc2ccccc2F)c2oc3ccccc3c2n1	-3	?	-0.1	-13%	-4%	-5	16%	0%	5%
O=C(COC(=O)c1cccc([N+](=O)[O-])c1)NCC1CCCO1 (centres undefined)	-9	-14%	-0.1	1%	-1%	-1	-22%[11.4 µM]	-3%	1%
CCn1nc(C(=O)OCC(=O)NCCN2C(=O)CSC2=O)c2ccccc2c1=O	0	-3%	0.5	nt	-4%	-4	-5%	1%	-1%
NS(=O)(=O)c1ccc(NS(=O)(=O)c2ccc(C3CNC(=O)C3)cc2)cc1 (centres undefined)	nt	6%	nt	-7%	-1%	-3	-29%	0%	-3%
CC(C)n1c(=O)[nH]c(=O)n1C(C)C	nt	0%	nt	6%	-3%	-13	7%	1%	0%
NCc1csc(Nc2ncccn2)n1	nt	9%	nt	nt	-2%	4	nt	-1%	nt
COc1ccccc1CNC(=O)C1CCCN(S(=O)(=O)c2ccc3c(c2)CCCN3C(C)=O)C1 (centres undefined)	nt	-21%	3.1	-1%	-2%	1	0%	2%	-1%
COC(=O)N/N=C/c1cn(CC(C)COc2ccccc2)c2ccccc12 (centres undefined)	-13	-3%	0.3	-27%	-3%	6	-7%	-6%	15%
Cn1c(NC(=O)/C=C/c2ccc(Cl)c(Cl)c2)cc(=O)n(C)c1=O	5	-2%	0.4	-9%	-1%	-13	11%	0%	3%
CCOc1ccc(CNC(=O)Cn2cc3c(n2)-c2c(oc(C(=O)N4CCOCC4)c2C)CC3)cc1	nt	-9%	-0.5	10%	-2%	10	6%	3%	1%
O=C(COc1ccc([N+](=O)[O-])cc1)Nc1ccc(C(=O)Nc2ccccc2C(=O)O)cc1	9	-10%	2.0	1%	0%	-18	9%[56.9 µM]	1%	-1%
O=C(OCC(=O)N1CCc2ccccc21)c1ccccc1	-9	138%[activator]	-0.8	nt	-5%	-4	-14%	0%	5%
CC(=O)N1c2ccc(S(=O)(=O)NCc3ccccc3Cl)cc2CC1C (centres undefined)	-7	2%&-8%	-1.0&-0.3	0%&-4%	-2%&-1%	-2&1	-18%&7%	-1%&-3%	5%&-3%
Cc1cc(C)c(NC(=O)CN(C)CC(=O)Nc2cccc(S(=O)(=O)N(C)c3ccccc3)c2)c(C)c1	nt	?	nt	2%	-1%	?	19%	5%	0%
CC(C)(C)OC(=O)N1CCC(c2c(C(=O)N3CCN(C(=O)c4ccco4)CC3)cnn2-c2ccc(F)cc2F)CC1	-5	-27%&-12%	0.3&0.7	-6%&0%	1%&-3%	-3&-4	1%&13%	-8%&-4%	-7%&-2%
COc1ccc2c(c1OC)C(=O)N(c1ccccn1)C2	-13	44%[activator]	0.4	-26%	-8%	0	-15%	-1%	-8%
Cn1c(SCc2ccccc2F)nnc1-c1cnccn1	1	-10%	-0.2	0%	1%	-1	15%	4%	9%
COc1ccc(CCNC(=O)CSc2ccc(Br)cc2)cc1OC	9	1%	-0.5	1%	-1%	-7	0%	5%	2%
CCn1c(C(C)NC(=O)c2ccc(OC)c(OC)c2)nc2ccccc21 (centres undefined)	-1	0%	-0.4	8%	-1%	-2	-5%	1%	3%
Cc1ccc(CNC(=O)CSCc2ccccc2)cc1	nt	?	nt	-22%	10%	-6	-14%[56.9 µM]	2%	-4%
Cc1nnc(SCC(=O)N2CCCCC2)n1CC1CCCO1 (centres undefined)	-28	2%	0.0	1%	-4%	4	-21%	4%	-4%
CC1(C)CC(=O)C(C2c3ccccc3Oc3ccccc32)C(=O)C1	7	-22%	0.5	-6%	-1%	-5	32%	-8%	-7%
COc1ccc(NC(=O)C2CCCN2C(=O)NCc2ccccc2)cc1OC (centres undefined)	nt	0%	nt	5%	-5%	-4	2%	-2%	-6%
CC(=O)c1cccc(NC(=S)N2CCCC2)c1	3	82%[activator]	0.4	1%	-2%	-4	-14%	-2%	-5%
COc1ccc(C(=O)C2CC2)cc1	nt	-3%	nt	17%	-3%	-1	-17%	0%	1%
O=C(COc1ccccc1)Nc1ccc(S(=O)(=O)Nc2ccccn2)cc1	-12	-8%	-3.0	6%	-5%	-7	-9%	0%	9%
CN(/C=C/C(=C\C=[N+](C)c1ccccc1)OCCCS(=O)(=O)[O-])c1ccccc1	-26	?	0.6	-21%	-2%	15	-37%	-2%	2%
CCOC(=O)c1cc(NC(=O)c2cc(C)on2)cc(C(=O)OCC)c1	26	11%	0.0	1%	-1%	-1	-6%	2%	-3%
CCOCCn1c(SCc2ccc(C)cc2)nc2c1c(=O)[nH]c(=O)n2C	1	-4%[57.4 µM]	-1.7	5%	-2%	-3	-3%	-1%	-5%
O=C1OC(c2ccc(F)cc2)=N/C1=C\C=C/c1ccccc1	-6	0%	0.3	3%	0%	0	-21%	-4%	5%
Cc1ccccc1NCC(=O)Nc1cc(S(=O)(=O)N2CCCCC2)ccc1C	-2	158%[activator]	-0.7	-3%	-4%	-3	-2%	1%	-19%
CC(Oc1cccc(Br)c1)C(=O)NNC(=O)CCNC(=O)c1ccccc1Cl (centres undefined)	5	-2%	-0.3	0%	-3%	-12	6%	10%	7%
O=C(Nc1ccc(N2CCCC2)c(Cl)c1)c1ccc(Br)o1	16	?	-0.7	-6%	8%	4	-4%	0%	-9%
CCOC(=O)c1cnc2ccc(C)cc2c1Sc1ccc(F)cc1	-7	-8%	1.2	1%	-3%	1	-35%	-10%	3%
Cc1ccc(S(=O)(=O)NNC2CC(=O)N(c3ccc(Br)cc3)C2=O)cc1 (centres undefined)	-2	?	0.4	2%	-2%	-7	-16%	1%	17%
Cc1nc(CCNS(=O)(=O)c2cccs2)cs1	0	0%	0.8	-3%	-1%	-6	-3%	4%	-1%
CCOC(=O)c1snc(-c2ccc(F)cc2)c1N	-11	0%	nt	-3%	6%	-9	-15%	3%	2%
COC(=O)c1ccc(OCc2cc(=O)n3ccsc3n2)cc1	-3	-12%	-0.8	14%	-1%	-8	-34%	-6%	0%
CN(C)S(=O)(=O)c1cccc(NC(=O)CN2C(=O)NC(Cc3c[nH]c4ccccc34)C2=O)c1 (centres undefined)	9	-8%	-0.5	5%	-5%	-6	26%	1%	7%
COc1cccc(Cn2c(NCC(C)C)nc3c2c(=O)n(C)c(=O)n3C)c1	17	-24%&6%	-0.9	-13%	-4%	1&7	36%	-4%	5%
CC(/C=C/c1ccccc1)=N\NC(=O)CCc1ccccc1	6	16%	-0.3	6%	-1%	-11	16%	-2%	0%
COc1ccc(OCC(=O)Nc2cccc3ncccc23)cc1	-6	-15%&-1%	1.0	-9%	-4%	1&-8	-29%	0%	-3%
NC(=O)c1cccc(S(=O)(=O)N2CCCCC2)c1	10	14%	0.1	0%	-3%	-1	-18%	4%	-1%
O=S(=O)(Nc1ccncc1Cl)c1cccc(Cl)c1Cl	nt	0%	nt	-6%	-2%	-5	-14%	1%	3%
